# PAD4 inh: PAD4 (human) enzyme inhibition | Q9UM07 | recombinant PAD4, RCA probe fluorescence polarization | inhibition, % at 6.36 µM | actives 0.41% (n = 330,000);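 active = percent inhibition above a cutoff equal to the mean of all tested compounds plus 3 SD, cut at about 15% in these data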;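 note: 0% = PAD4 with RCA probe and DMSO and 100% = probe without PAD4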
# PME-1 primary: PME-1 (human) inhibition; Q9Y570; recombinant PME-1, FP-Rh probe fluorescence polarization; inhibition, % at 5.9 µM; actives 0.53% (n = 320,000);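 active = inhibition above the campaign mean of all compounds plus 3 SD, cut at about 26% in these data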;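 note: competitive labeling of PME-1 active site by serine hydrolase directed probe; 0% = PME-1 with DMSO and 100% = wells lacking PME-1 enzyme; inhibitors block probe labeling so polarization falls and inhibition rises; many of its hits are not listed in these tables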
# LYPLA1 inh: counter-screen for PME1 inhibitors: inhibitors of human LYPLA1 | recombinant LYPLA1, FP-Rh probe fluorescence polarization | O75608 | inhibition, % at 5.9 µM | AID 2174 | actives 0.16% (n = 320,000);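 active = inhibition above the mean of all tested compounds plus 3 SD, set per campaign, cut at about 14% in these data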;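 note: inhibitors block serine hydrolase probe labeling of LYPLA1 so polarization falls; 0% = enzyme with DMSO and 100% = wells lacking LYPLA1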
# pPAFAH FP inh: pPAFAH (human) enzyme inhibition; Q13093; recombinant pPAFAH, FP-rhodamine probe fluorescence polarization; inhibition, % at 3.39 µM; actives 1.5% (n = 330,000); AID 463082;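 active = inhibition above the mean inhibition across the screen plus 3 SD, cut at about 25% in these data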;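 note: inhibitors block binding of the rhodamine activity-based probe so polarization drops; 0% = enzyme with DMSO and 100% = wells lacking pPAFAH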
# PAFAH1B3 inh: inhibitors of human PAFAH1B3; AID 492972; actives 0.28% (n = 340,000); inhibition, % at 3.39 µM; Q15102; recombinant PAFAH1B3, FP-rhodamine probe, fluorescence polarization;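 active = inhibition above the screen-wide average of all tested compounds plus 3 SD, cut at about 25% in these data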;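 note: 0% = enzyme with DMSO only and 100% = wells lacking PAFAH1B3 protein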
# Target sequence (Q15102 whole entry, looked up): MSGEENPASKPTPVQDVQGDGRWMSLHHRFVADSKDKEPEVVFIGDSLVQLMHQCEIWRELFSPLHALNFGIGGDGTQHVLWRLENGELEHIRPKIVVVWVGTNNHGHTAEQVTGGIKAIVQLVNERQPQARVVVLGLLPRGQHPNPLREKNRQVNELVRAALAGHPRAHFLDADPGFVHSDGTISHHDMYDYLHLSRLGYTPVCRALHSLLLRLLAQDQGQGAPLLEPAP
# PREPL inh: inhibitors of human prolyl oligopeptidase-like enzyme PREPL | Q4J6C6 | recombinant PREPL, fluorescence polarization activity-based probe | inhibition, % at 5.96 µM | actives 0.68% (n = 320,000); in the data active = inhibition above about 43%;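 note: 0% = enzyme with DMSO and 100% = wells lacking enzyme; many of its hits are not listed in these tables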
# Target sequence (Q4J6C6 whole entry, looked up): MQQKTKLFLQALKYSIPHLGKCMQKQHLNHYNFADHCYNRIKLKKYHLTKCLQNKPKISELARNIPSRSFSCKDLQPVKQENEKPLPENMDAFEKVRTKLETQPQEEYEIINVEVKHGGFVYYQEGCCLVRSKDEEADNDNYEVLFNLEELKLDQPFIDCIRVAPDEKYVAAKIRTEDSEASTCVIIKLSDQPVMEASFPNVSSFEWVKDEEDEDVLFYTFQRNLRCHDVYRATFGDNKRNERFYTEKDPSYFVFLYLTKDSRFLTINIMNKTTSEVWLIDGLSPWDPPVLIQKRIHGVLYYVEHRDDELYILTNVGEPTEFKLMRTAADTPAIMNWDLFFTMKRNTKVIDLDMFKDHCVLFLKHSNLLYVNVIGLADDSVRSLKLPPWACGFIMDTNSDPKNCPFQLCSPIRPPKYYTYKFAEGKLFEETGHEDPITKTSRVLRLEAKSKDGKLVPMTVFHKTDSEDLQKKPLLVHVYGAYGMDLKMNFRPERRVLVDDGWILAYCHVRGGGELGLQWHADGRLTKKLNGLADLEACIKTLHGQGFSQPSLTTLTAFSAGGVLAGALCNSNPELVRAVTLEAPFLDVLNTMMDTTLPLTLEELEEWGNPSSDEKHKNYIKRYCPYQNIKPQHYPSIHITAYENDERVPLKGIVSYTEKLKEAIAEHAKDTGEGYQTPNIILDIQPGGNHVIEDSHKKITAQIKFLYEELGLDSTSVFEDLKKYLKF
# GSTO1 counter: blocks human GSTO1 in RBBP9 counter-screen | recombinant GSTO1, activity-based probe fluorescence polarization | P78417 | inhibition, % at 5.96 µM | actives 1.1% (n = 300,000);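 active = inhibition above the campaign mean inhibition plus 3 SD, cut at about 35% in these data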;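 note: 0% = GSTO1-1 with DMSO and 100% = wells lacking GSTO1-1 enzyme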
# PAFAH1B2 inh: inhibitors of human PAFAH1B2. recombinant PAFAH1B2, FP-rhodamine activity probe, fluorescence polarization. inhibition, % at 3.39 µM. actives 1.2% (n = 340,000). AID 492953;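 active = inhibition above the mean of all tested compounds plus 3 SD, cut at about 24% in these data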;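 note: 0% = enzyme with DMSO and 100% = wells lacking PAFAH1B2; many of its hits are not listed in these tables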
# LYPLA2 inh: blocks human lysophospholipase 2, a PME1 counter-screen; actives 0.38% (n = 320,000); AID 2177; recombinant LYPLA2, FP-Rh probe fluorescence polarization; inhibition, % at 5.9 µM; O95372;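 active = inhibition above the screen-wide mean plus 3 SD, limit set per campaign, cut at about 26% in these data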;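 note: 0% = LYPLA2 with DMSO and 100% = wells lacking LYPLA2 enzyme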
# * = called active by the depositor; x = not tested or not shown. An excerpt (hit frequency here may not be typical).
SMILES,PAD4 inh,PME-1 primary,LYPLA1 inh,pPAFAH FP inh,PAFAH1B3 inh,PREPL inh,GSTO1 counter,PAFAH1B2 inh,LYPLA2 inh
COc1ccc(C(N)=O)cc1NC(=O)CC(O)(C(F)(F)F)C(F)(F)F,-2.0,-2.6,1.2,0.2,13.3,-3.0,9.7,-2.8,0.1
Cc1nc(Cc2nnc(SCC(=O)Nc3c(C)cccc3C)o2)cs1,-1.0,1.8,2.1,0.1,-11.5,21.1,2.4,5.7,0.4
Cc1cc(C(C)(C)C)ccc1OCCn1ccnc1,-5.0,-1.2,1.2,6.0,3.2,-6.6,-6.9,4.6,0.6
CCC(C(=O)OCC(=O)Nc1cccc(C(C)=O)c1)c1ccccc1 (stereo unspecified),-1.4,-1.2,-1.3,-0.8,-5.2,-4.9,2.7,9.4,0.1
O=C(NCCCn1ccnc1)c1ccc(-c2cccc(C(F)(F)F)c2)o1,1.6,x,x,4.7,0.7,10.0,x,-5.0,x
CC(C)c1ccc(NC(=S)Nc2ccc3[nH]c(=O)[nH]c3c2)cc1,0.3,-3.2,-2.1,4.7,12.5,4.2,-1.5,6.0,-4.9
COc1cc(C2NC(=O)NC(C)=C2C(=O)OCc2ccc(C)cc2)cc(OC)c1O (stereo unspecified),-4.2,10.7,-0.3,0.4,-2.9,3.6,2.6,1.6,-7.8
Cn1cnc([N+](=O)[O-])c1N=C(N)N,3.1,-2.1,5.1,-0.2,6.5,-6.7,3.4,5.8,6.2
COc1ccc2[nH]c(=O)c(CN(C(=O)c3cccnc3)c3ccccc3OC)cc2c1,-1.8,1.1,0.2,5.9,-13.5,-2.6,3.3,4.0,2.1
O=C(NNC(=S)NCc1ccccc1)c1ccc(Br)o1,0.8,-0.1,-4.0,2.0,8.9,-4.3,-4.2,2.6,-8.4
CN1CCN(CCCNC(=O)Nc2ccc([N+](=O)[O-])cc2)CC1,1.2,-0.5,-1.5,2.7,3.8,8.0,1.6,1.2,-1.5
CCC(C(=O)OCC(=O)Nc1c(C)nn(-c2ccccc2)c1C)c1ccccc1 (stereo unspecified),-2.0,0.6,-1.0,11.5,-1.1,13.5,1.1,3.5,-4.7
CC(=O)Nc1ccc(SCC(=O)Nc2cc(C(C)(C)C)nn2-c2ccccc2)cc1,0.8,3.2,-0.8,0.6,1.0,-11.2,4.4,5.3,-4.3
COCCCNC(=O)CC1C[C@H](C(=O)N2CCCCC2)[C@@]2(C)c3[nH]c4ccccc4c3CCN2C1=O (stereo partly specified),-2.2,x,x,-2.4,-0.3,13.2,x,2.9,x
CCOC(=O)c1c(N)sc(C(O)(C(F)(F)F)C(F)(F)F)c1-c1ccc(Cl)cc1,0.7,-0.5,-3.6,8.5,5.3,-3.8,-7.1,-0.6,-6.5
O=C1CCCN1CC1CCN(Cc2nc(CC3CC3)no2)CC1,-0.1,0.3,1.6,-1.9,13.2,4.8,-3.2,0.7,3.5
Cn1nccc1C(=O)OCC(=O)Nc1cccc(Cl)c1,-3.3,-1.0,-2.1,3.5,1.5,1.4,x,6.7,9.4
CCC1S/C(=N/N=C/c2ccco2)NC1=O (stereo unspecified),-1.0,-5.7,0.3,0.7,4.0,8.8,1.4,-0.7,-5.5
O=C(c1ccncc1)N1CCN(c2cccc(C(F)(F)F)c2)CC1,2.3,-3.9,-2.3,2.9,10.3,6.8,-0.1,2.3,-1.4
O=C1/C(=C/c2cccnc2)Oc2cc(OS(=O)(=O)c3ccc(Cl)cc3)ccc21,0.1,-2.6,-5.3,7.4,8.2,7.9,1.1,17.4,0.6

# Among those listed so far, these have a tert-butyl group.
SMILES,PAD4 inh,PME-1 primary,LYPLA1 inh,pPAFAH FP inh,PAFAH1B3 inh,PREPL inh,GSTO1 counter,PAFAH1B2 inh,LYPLA2 inh
Cc1cc(C(C)(C)C)ccc1OCCn1ccnc1,-5.0,-1.2,1.2,6.0,3.2,-6.6,-6.9,4.6,0.6
CC(=O)Nc1ccc(SCC(=O)Nc2cc(C(C)(C)C)nn2-c2ccccc2)cc1,0.8,3.2,-0.8,0.6,1.0,-11.2,4.4,5.3,-4.3

# Other entries:
SMILES,PAD4 inh,PME-1 primary,LYPLA1 inh,pPAFAH FP inh,PAFAH1B3 inh,PREPL inh,GSTO1 counter,PAFAH1B2 inh,LYPLA2 inh
CCCOc1ccc(C2(C(=O)O)CCCC2)cc1,-1.2,2.0,3.1,7.8,8.3,3.5,1.8,4.6,5.5
CC(=O)c1ccc(NC(=O)Nc2ccccc2)cc1,1.7,-1.4,-1.3,-3.5,-0.1,9.5,-4.9,3.6,3.4
CC1CC(C)CN(S(=O)(=O)c2ccccc2[N+](=O)[O-])C1 (stereo unspecified),-1.6,-1.1,-6.1,7.6,0.6,0.1,0.8,8.8,-6.1
Cc1ccc(S(=O)(=O)N2CCCCC2)cc1C(=O)Nc1ccccn1,-4.1,3.5,5.5,6.3,11.4,6.6,-0.1,-3.3,9.3
O=C(CSc1nnc(-c2ccccc2Cl)o1)N1CCOCC1,-4.8,-3.1,1.6,1.6,5.6,-9.2,0.1,-0.9,-6.4
COc1ccccc1C(CNC(=O)c1ccc(S(=O)(=O)N2CCCCC2)cc1)N(C)C (stereo unspecified),5.1,-1.8,-0.5,1.4,-0.2,6.0,x,3.2,3.5
CC(C)CCNC(=O)CSc1nnc(-c2ccc(S(=O)(=O)N3CCCC3)cc2)n1C,-1.0,4.2,-0.9,-0.5,11.8,17.5,1.6,6.7,-0.2
CCN(CC)S(=O)(=O)c1ccc2oc(C(=O)N3CCOCC3)c(C)c2c1,0.7,1.4,0.9,6.4,-2.6,6.6,-44.1,0.1,1.3
Cc1ccc(SCC(=O)NC(=O)NCc2ccco2)c(C)c1,-2.2,3.8,0.2,14.9,4.6,-7.0,5.3,6.5,-4.4
Cc1cccc(C2NC(c3cccc(C)c3)C([N+](=O)[O-])C(C)(C)C2[N+](=O)[O-])c1 (stereo unspecified),2.4,2.4,-1.1,4.8,3.9,2.5,-0.5,4.0,0.5
CN1CCCC(CN2c3ccccc3Sc3ccccc32)C1 (stereo unspecified),-4.5,-0.1,1.1,3.3,4.6,34.8,5.3,-3.0,2.7
CCOc1ccccc1N(C(=O)c1snc(C(N)=O)c1N)C(C(=O)NC1CCCC1)c1cccs1 (stereo unspecified),1.7,-4.8,-2.0,3.9,-1.0,16.5,0.9,3.5,-5.5
C=CCN1CN(S(=O)(=O)c2cccs2)c2nc3ccccc3nc21,0.8,0.3,0.2,3.3,1.3,2.9,7.2,2.5,-0.7
O=C(NCCc1ccccc1)C1CCC(CNS(=O)(=O)c2cccs2)CC1 (stereo unspecified),-0.7,4.8,-1.9,4.4,2.9,3.8,-2.5,7.3,-0.5
CC(C)COP(=O)(CNC(=O)CN1C(=O)c2ccccc2S1(=O)=O)OCC(C)C,-0.7,-4.2,-1.5,2.9,0.0,2.3,0.9,2.2,4.4
Cc1ccccc1N1CCN(C2=NC(=O)/C(=C/c3cn[nH]c3-c3ccccc3)S2)CC1,-8.8,-2.9,-1.9,-4.8,4.5,12.0,-1.4,-3.5,-3.5
COc1ccccc1-c1cc(C(=O)N2CCOCC2)no1,-0.2,-2.5,0.5,1.9,11.6,-6.3,-0.9,6.0,-3.0
CCN1C(=NCCCCO)N[C@@H](c2cccc(C(F)(F)F)c2)C(C(=O)OC)=C1C,1.7,1.8,-1.6,-0.3,3.6,3.9,-3.8,2.5,-4.7
COc1ccc(Cl)cc1NC(=O)CN(C)C(C)C(=O)NC(=O)NC1CCCCC1 (stereo unspecified),-4.5,-6.1,-1.2,4.9,2.3,7.3,0.8,1.4,3.8
COc1ccc2nc(NC(=O)C3CCN(S(=O)(=O)c4cccnc4)CC3)sc2c1,-7.8,2.1,-0.5,-0.8,-1.4,-8.0,2.6,4.3,8.5
O=C(CN1C(=O)C2C3C=CC(C4CC34)C2C1=O)OCC(=O)c1ccccc1 (stereo unspecified),-0.2,6.3,-3.2,-3.5,-1.1,8.0,4.0,-0.1,3.6
COc1ccc(NC(=O)CN2C(=O)COc3ccc(C)cc32)cc1,-2.6,1.7,-1.3,2.8,1.7,-7.0,1.0,-1.5,-2.4
CCNS(=O)(=O)c1ccc(CCC(=O)Nc2ccccc2C(=O)OC)cc1,-0.7,-1.6,1.7,2.0,10.4,7.2,-1.8,8.0,2.3
COc1ccc2nc(N(CCN(C)C)C(=O)/C=C/c3cccs3)sc2c1,1.9,-0.2,-5.7,2.5,6.7,19.9,7.3,3.7,-0.9
O=C(Nc1ccc(Br)cc1)C1CC(O)CN1C(=O)Oc1ccccc1 (stereo unspecified),-2.2,-1.6,2.9,0.0,0.6,21.4,8.0,6.2,5.0
CCS(=O)c1ccccc1C(=O)OCC(=O)N1CCC(c2ccccc2)=N1 (stereo unspecified),-2.1,x,x,1.9,4.5,27.3,x,-0.1,x
CCCC(=O)C1=C(N(C)c2ccccc2)CC(C)(C)CC1=O,2.1,-2.1,-1.1,-4.7,-0.2,-0.9,-3.1,-2.0,1.6
O=c1c2cnn(-c3ccccc3)c2nc(-c2cccs2)n1-c1ccc(Cl)cc1,0.6,5.0,-3.7,4.1,3.3,3.9,6.3,4.7,2.8
COC(=O)Nc1ccc(S(=O)(=O)N2CCC(Cc3ccccc3)CC2)cc1,-6.9,-34.2,-27.9,-17.6,-12.1,-13.5,-5.4,4.5,-57.8
CC(C)[C@H](NS(=O)(=O)c1ccc2c(c1)OCCO2)C(=O)OCC(=O)Nc1cc(Cl)ccc1Cl,-3.1,5.9,-5.3,14.5,3.4,-2.7,-2.1,4.6,3.7

# Of the compounds above, two have bromine:
SMILES,PAD4 inh,PME-1 primary,LYPLA1 inh,pPAFAH FP inh,PAFAH1B3 inh,PREPL inh,GSTO1 counter,PAFAH1B2 inh,LYPLA2 inh
O=C(NNC(=S)NCc1ccccc1)c1ccc(Br)o1,0.8,-0.1,-4.0,2.0,8.9,-4.3,-4.2,2.6,-8.4
O=C(Nc1ccc(Br)cc1)C1CC(O)CN1C(=O)Oc1ccccc1 (stereo unspecified),-2.2,-1.6,2.9,0.0,0.6,21.4,8.0,6.2,5.0

# The list continues:
SMILES,PAD4 inh,PME-1 primary,LYPLA1 inh,pPAFAH FP inh,PAFAH1B3 inh,PREPL inh,GSTO1 counter,PAFAH1B2 inh,LYPLA2 inh
CCOc1ccc(C(=O)Nc2c3c(nn2-c2cccc(Cl)c2)CS(=O)C3)cc1 (stereo unspecified),0.1,-5.6,3.0,5.8,7.9,13.3,6.0,0.9,4.6
Cc1ccc(/C=C/C(=O)Nc2ccc([N+](=O)[O-])c(NC(=O)/C=C/c3ccc(C)o3)c2)o1,-6.5,-22.3,-29.9,11.2,-20.4,1.5,-12.4,0.5,-33.6
CCn1c(C)cc(C(=O)CSc2nnc(-c3ccco3)o2)c1C,-3.6,-1.1,-1.8,9.3,-1.8,-4.9,x,-2.8,0.8
COc1ccc(/C=C/C(=O)c2cc(Cl)cc(Cl)c2O)c(OC)c1,1.8,7.9,-1.3,0.9,7.9,11.2,3.4,1.1,-1.8

# Source: PubChem (The Scripps Research Institute Molecular Screening Center)
